Compound activity as filed in PubChem BioAssay.
Pf Dd2 growth = Plasmodium falciparum Dd2 growth inhibition; 4.3% of 120,000 active; Potency, µM (highest dose often 28.9 µM), for the others: top-dose activity, negative = inhibition, hits mostly inhibitors; AID 1347417; P. falciparum Dd2 growth, SYBR Green, 72 h; active = well fitted inhibition curve with a large enough effect; inconclusive = small, poorly fitted or top-dose-only effect; inactive = no such curve, though single readings can be large or run the other way;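 also: plate controls were DMSO vehicle for no effect and reference drug for full effect; nearly all actives have a fitted effect of over 65% in size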
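Infected erythrocytes (Dd2, 0.3% parasitemia, 2.5% hematocrit final) are added to compound in RPMI-1640/Albumax II medium, grown 72 h at 37C in low oxygen, then lysed with saponin/Triton-X containing SYBR Green and read by fluorescence.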
Numbers without * were called inactive; i = inactive; u = inconclusive; [ ] = remark or other dose. Potency is read from the fitted curve at half-maximal effect. The list is partial; the hit share may differ from the screen's.

SMILES | Pf Dd2 growth
CCc1ccc(C2=C(C)C(N3CCC(C(=O)NCc4ccccc4)CC3)=NS2(=O)=O)cc1 | 3%
CCCCN(C)C(=O)c1cn(C)c2ccc(S(=O)(=O)N3CCC(C)CC3)cc2c1=O | u
Cc1ccc(CNC(=O)c2cccn2-c2nnc(N3CCCCC3)s2)cc1 | i
Cc1ccc(-n2cc(C(=O)Oc3cccc(C)c3)c3ccccc3c2=O)cc1 | -28%
CC(C)(C)NC(=O)N1CCCCCCNC(=O)[C@@H]2C[C@@H](c3nc(-c4cccnc4)no3)C[C@@H]21 | u
Cc1ccc(C)c(N2CCN(C(=O)c3cc(S(=O)(=O)N4CCCCC4)cn3C)CC2)c1 | i
CN(c1ccccc1)c1cc(=O)c2ccnc(N3CCN(c4ccccn4)CC3)c2o1 | 13µM*
CCc1cccc(NC(=O)c2coc(=O)c3ccccc23)c1 | u
O=C1CC2(CCN(C(=O)CCn3cc(Cl)cn3)C2)C(=O)N1 (configuration not stated) | 4%
O=C(NC[C@H]1Cn2c(-c3ccccc3)cnc2CO1)C1CCCC1 | u
CCN1C(=O)C2CC3(CCN(C4CCOCC4)CC3)CN2C1=O (configuration not stated) | -3%
Cc1cc(C)n(CC(=O)N2CC[C@@H]3CN(S(C)(=O)=O)[C@@H]3C2)n1 | 26%
O=C(Nc1nccs1)[C@H]1CN2CCC1C[C@@H]2Cn1cc(CCO)nn1 (some centres not stated) | -7%[44.1 µM]
C[S+](=O)([O-])c1cccc(NC(=O)c2nnn3c2CN(Cc2cccc(Cl)c2)C(=O)CC3)c1 | u
CC(C)c1nc2nccc(-c3cc4ccccc4o3)n2n1 | -25%
COc1ccc(-c2noc([C@@H](C)NC(=O)COc3ccccc3)c2C(=O)O)cc1 | 10%[44.1 µM]
Cc1noc(-c2cccn3c(CNC(=O)c4cccc(Cl)c4)nnc23)n1 | i
O=S(=O)(c1ccc(Cl)s1)N1CCC(n2cnnc2C2CC2)CC1 | 0%
Cc1cccnc1CN1CCN2C(=O)N(Cc3ccc(F)cc3)C[C@H]2C1 | i
O=C(NCc1ccc(F)cc1)c1cc(-c2ccc[nH]2)n[nH]1 | i
CC(C)(C)C(=O)NCCc1nc2ccccc2n1CCCCOc1ccc(Cl)cc1 | u
O=C1Nc2ccccc2CN(Cc2ccc(Cl)cc2)C12CCNC2 (configuration not stated) | 10µM*
COCCn1nc2n(c1=O)CCN(S(=O)(=O)c1c(C)nn(C)c1C)CC2 | i
CN(c1ccccc1)S(=O)(=O)c1nnc(NC(=O)COc2ccccc2)s1 | -14%
CC(C)C1=NOC2(CCN(Cc3cccn3C)C2)C1 (configuration not stated) | 2%[44.1 µM]

Compounds above that have sulfur (10):
SMILES | Pf Dd2 growth
CCc1ccc(C2=C(C)C(N3CCC(C(=O)NCc4ccccc4)CC3)=NS2(=O)=O)cc1 | 3%
CCCCN(C)C(=O)c1cn(C)c2ccc(S(=O)(=O)N3CCC(C)CC3)cc2c1=O | u
Cc1ccc(CNC(=O)c2cccn2-c2nnc(N3CCCCC3)s2)cc1 | i
Cc1ccc(C)c(N2CCN(C(=O)c3cc(S(=O)(=O)N4CCCCC4)cn3C)CC2)c1 | i
Cc1cc(C)n(CC(=O)N2CC[C@@H]3CN(S(C)(=O)=O)[C@@H]3C2)n1 | 26%
O=C(Nc1nccs1)[C@H]1CN2CCC1C[C@@H]2Cn1cc(CCO)nn1 (some centres not stated) | -7%[44.1 µM]
C[S+](=O)([O-])c1cccc(NC(=O)c2nnn3c2CN(Cc2cccc(Cl)c2)C(=O)CC3)c1 | u
O=S(=O)(c1ccc(Cl)s1)N1CCC(n2cnnc2C2CC2)CC1 | 0%
COCCn1nc2n(c1=O)CCN(S(=O)(=O)c1c(C)nn(C)c1C)CC2 | i
CN(c1ccccc1)S(=O)(=O)c1nnc(NC(=O)COc2ccccc2)s1 | -14%

More records:
SMILES | Pf Dd2 growth
CO[C@H]1[C@H](NC(=O)c2cn(C)c3ccccc23)c2ccccc2C12CCNCC2 | -21%
CC(C)c1ccccc1OCC(=O)c1ccc2c(c1)N(CC(=O)N1CCCC1)C(=O)CO2 | i
COc1cccc(N2CCN(C(=O)c3cc4c(s3)-c3c(C)cccc3OC4)CC2)c1 | 15%
COc1ccc2[nH]c3c(c2c1)CCNC31CCN(C(=O)c2cnccc2C)CC1 | u
O=C(NC(C(=O)Nc1ccccc1)C1CCN(C(=O)c2cccc(F)c2)CC1)c1ccc(F)cc1 (configuration not stated) | u
O=C(c1cccs1)N1CCOCC2(CN(Cc3cc(F)cc(F)c3)C2)C1 | -6%[44.1 µM]
COc1ccccc1C(=O)N1CCC(n2cc(-c3nc(C(C)C)no3)nn2)CC1 | i
Cc1cnc(C(=O)N2CCCN(S(C)(=O)=O)c3ccccc32)cn1 | 13%
O=C(COc1ccccc1)N1CCCC(c2noc(COc3ccccc3F)n2)C1 (configuration not stated) | i
Cc1cccc(OCCc2noc(C3CN(C(=O)C(C)C)C3)n2)c1 | u
CCNC(=O)N1CCCCCCNC(=O)[C@@H]2CCCC[C@@H]21 | 4%
COc1ccc(C(=O)N[C@@H]2CCC[C@@H]2C(=O)NCc2ccc(C)cc2)cn1 | -5%
COc1cccc(-n2c(C)nc3c(cnn3-c3ccc(C)c(C)c3)c2=O)c1 | i
Nc1nn(-c2ccccc2)nc1C(=O)OCc1ccccc1Br | 1%
O=C(Nc1ccc(S(=O)(=O)N(Cc2ccccc2)c2ccccc2)cc1)c1ccccc1F | 33%[activator]
Fc1ccc(-c2noc([C@@H]3Cc4nc[nH]c4CN3Cc3cccs3)n2)cc1Cl | 10µM*
CCN(CC)C(=O)NCc1cccnc1N1CCN(c2ccccn2)CC1 | -20%
CS(=O)(=O)N1C[C@@H](COCC2CC2)[C@H](c2ccccn2)C1 | 15%
Cc1cnc(C(=O)N2CCC(c3noc(-c4cccnc4)n3)C2)cn1 (configuration not stated) | i[5.79 µM]
COc1ccc(OC)c(NC(=O)c2cc3c(N4CCSCC4)nc(C)cn3n2)c1 | u
CC1=C[C@@H](CNCc2ccco2)[C@H](C(C)C)C[C@H]1Cc1nnc(C(C)(C)C)o1 | 13µM*
Cc1cnc(CCNS(=O)(=O)c2cccc(F)c2)n1C(C)C | -8%
CCOc1ccc(Cn2c(CNS(=O)(=O)c3ccc(Cl)s3)nc3cccnc32)cc1 | -8%
CN1CCC(N2CCC[C@@H](O)[C@H](NC(=O)c3ccc(OCC(N)=O)cc3)C2)CC1 | -3%[44.1 µM]
NCC1(N2CCOCC2)CCCCC1 | u
Next part:
SMILES | Pf Dd2 growth
NCc1ccccc1-c1cccc(O)c1 | u
Cc1c(-c2ccccc2)c(=O)oc2c(CN3CCOCC3)c(O)ccc12 | 8.9µM*
CCOC(=O)N1CCc2c(sc3c2c(=O)n(CCc2ccccc2)c(=O)n3CC(=O)Nc2ccccc2C)C1 | 0%
CCOc1cc(-c2nc(-c3ccc(-c4ccccc4)nc3OCC)no2)cc(OCC)c1OCC | 60%[activator][5.79 µM]
COC1CCC12CCN(C(=O)c1ccnn1C)CC2 (configuration not stated) | 20%
O=c1ccc2cc(S(=O)(=O)N3CCCC3)ccc2[nH]1 | 42%[activator]
COc1ccc(Cl)cc1NC(=O)C(C)n1c(=O)cc(C(F)(F)F)c2c(C)nn(C)c21 (configuration not stated) | u
COc1cccc([C@@H]2CN(C(=O)CCc3n[nH]c(C)n3)C[C@H]2C(=O)O)c1 | -3%
Cc1ccc(N2C(=O)[C@@H]3C[C@@H](NC(=O)c4cccn4C)CCN3C2=O)cc1 | i
CS(=O)(=O)N1CCn2c(nnc2C2CCNCC2)C1 | 15%[44.1 µM]
O=C(N[C@H]1CCN2C(=O)c3cc(/C=C/c4ccccc4)ccc3NC(=O)[C@H]12)c1cnccn1 | -14%[44.1 µM]
CC[C@H]1CN(C(=O)Nc2cccc(OC)c2)CC[C@H]1CC(=O)N(C)CCC#N | i
COc1ccc(NC(=O)c2oc3ccccc3c2NC(=O)COc2ccc(F)cc2)c(OC)c1 | 26%
CCOc1ccc(CNC(=O)C2CCCN(S(=O)(=O)c3ccc4c(c3)CCCC(=O)N4)C2)cc1 (configuration not stated) | 1%
O=C(O)CCC(=O)N1CCN2C(=O)N(Cc3ccccc3)C[C@H]2C1 | 18%[44.1 µM]
Cn1cc2c3c(cccc31)CN(C(=O)Cc1ccc(Cl)cc1)CC2 | -15%
O=C(CCc1nnn2c1CN(S(=O)(=O)c1ccc(F)cc1)CC2)N1CCOCC1 | -12%
O=C(COc1ccccc1)N1[C@H]2CC[C@@H]1c1cnc(-c3ccccc3)nc1C2 | i
O=C(CCc1cc(=O)[nH]o1)N[C@H](c1ccccn1)C1CC(O)C1 (some centres not stated) | -9%
O=C(CCCn1c(=O)c2ccccc2n(CC(=O)Nc2cccc(C(F)(F)F)c2)c1=O)NCc1ccc2c(c1)OCO2 | 36%[activator]
O=C(CCN1CCCCC1=O)N[C@H](C1CCNCC1)C1CC(O)C1 (some centres not stated) | 5%
Cc1nc(C)c(C(=O)N[C@@H]2CN(Cc3ccncc3)C[C@H]2CN(C)C)s1 | 9%
CC(C)C(=O)N1Cc2ccccc2CC2(CCCCN2CC2CCOCC2)C1 (configuration not stated) | u
Cc1ccc(Cl)cc1NC(=O)c1cc2c(=O)n3cccc(C)c3nc2n1C | 18%
Cc1ccc(Cn2c(CNS(=O)(=O)c3ccc(F)c(Cl)c3)nc3cccnc32)cc1 | -4%
Next compounds follow.
SMILES | Pf Dd2 growth
CCOC(=O)c1c(C)oc2ccc(N(C(C)=O)S(=O)(=O)c3c(C)cc(C)cc3C)cc12 | 3%
COc1ccc(CNC(=O)c2ccc3[nH]c(C)c(C)c3c2)c(OC)c1 | -6%
CN(C)c1ccc(-c2cc(-c3ccc(=O)[nH]c3)c3cncn3c2)cc1 | -18%[44.1 µM]
CN(C)CCCn1ccnc1C1CCCN(S(=O)(=O)N2CCCC2)C1 (configuration not stated) | -3%
CCOC(=O)c1ccc(NC(=O)Cn2ccn3nc(-c4ccccc4)c(CO)c3c2=O)cc1 | -14%
C=Cc1ccc(CN2C(=O)N(c3ccc(C)c(C)c3)S(=O)(=O)c3ccccc32)cc1 | u
C#C[C@H]1CN2CC[C@H]1C[C@@H]2CNCc1cccc(Cl)c1 | u
Cc1ccc(CNC(=O)CC2CCOCC2)o1 | 50%[activator]
COc1ccc(-c2nc(CSCC(=O)N3CCN(c4cccc(C)c4C)CC3)c(C)o2)cc1OC | 10µM*
Cc1cccc(CNC(=O)c2ccc(-c3nc(CS(=O)(=O)c4ccccc4)c(C)o3)cc2)c1 | 18%
O=C(Nc1ccc2c(c1)OCCO2)N1CCCC1c1nc(CCOCC2CCCC2)no1 (configuration not stated) | -8%
O=C(Nc1ccccc1)N1Cc2[nH]cnc2C[C@H]1c1nc(-c2ccccc2)no1 | i
CC(=O)N1c2ccccc2CC1C(=O)N1CCN(c2ccccc2)CC1 (configuration not stated) | i
O=C(Cn1c(-c2cccs2)cc2cc(Cl)ccc21)NCc1ccccc1 | u
Cc1noc(C)c1NC(=O)N[C@@H]1C[C@H](COc2ccc(S(C)(=O)=O)cc2)[C@@H](O)[C@H]1O | -10%
C[C@H]1CN(C(=O)Nc2ccc(F)cc2F)C[C@@H]1c1nc(-c2ccccc2)no1 | i
CC(=O)c1cccc(NC(=O)c2noc3c2CSc2ccccc2-3)c1 | 22%
CC1=NS(=O)(=O)N(C)C=C1C(=O)OCc1nc(C)no1 | 104%[activator]
CNc1nccc(N2CCC(CC(=O)NCc3nc4ccccc4n3C)CC2)n1 | -17%
O=C(c1cccs1)N(Cc1cccnc1)c1nc2ccc(F)cc2s1 | u
CCc1nncn1C1CCN(S(=O)(=O)c2ccc(OC)cc2)CC1 | i
O=C1CO[C@H]2CCN(Cc3ccncc3)CC[C@@H]2N1Cc1ccccc1 | i
COc1ccc(-c2ccc3nnc(CNC(=O)c4ccccc4Cl)n3n2)cc1 | i
NC(=O)C1(NC(=O)c2ccc(S(=O)(=O)N3CCCC(O)C3)cc2)CCCC1 (configuration not stated) | -7%
COc1ccc(OCC(=O)Nc2nnc(S(=O)(=O)N3CCc4ccccc43)s2)cc1 | 27%
Next section
SMILES | Pf Dd2 growth
Clc1cnccc1CN1CCNc2cnc(Oc3ccccc3)cc2C1 | i
Cc1ccc2c(n1)N(C)[C@H](CO)CCN(Cc1ccc(F)c(F)c1)C2 | u
COc1ccc(OC)c(-c2noc(N3CCN(c4cccc(C)c4C)CC3)n2)c1 | -7%
CC1=C(C(=O)OC2CCCCCC2)C(c2cccc(Cl)c2)CC(=O)N1 (configuration not stated) | i
CCCCOCCCNC(=O)c1c(C)noc1-c1ccc(OC(F)(F)F)cc1 | i
COc1ccc(-n2c(SCC(=O)NCc3ccco3)nc3c([nH]c4ccccc43)c2=O)cc1 | u
CN(C)CCCC(=O)N1CCC(n2c(=O)[nH]c3ccccc32)CC1 | u
O=C(C1CCN(C(=O)N2CC3CC(C2)[C@H]2CCCC(=O)N2C3)CC1)N1CCN(c2ccccc2)CC1 (some centres not stated) | -16%
CN1CC[C@H](c2nc3ccc(C(F)(F)F)cc3[nH]2)C1 | -10%[44.1 µM]
c1ccc(C2CCCN(CCn3ccnc3-c3cc4n(n3)CCNC4)C2)cc1 (configuration not stated) | i
N#Cc1cccc(CN2C[C@H](O)C[C@H]2c2nc(-c3cccc([N+](=O)[O-])c3)no2)c1 | -20%[44.1 µM]
Cc1ccc(C)c(Nc2nn3c(=O)c4ccc(C(=O)NCc5ccccc5)cc4nc3s2)c1 | -11%
O=C(c1ccncn1)N1C[C@@H](COCC2CC2)[C@H](c2ccccn2)C1 | i
CCn1ncc(C(=O)N[C@@H]2CN(Cc3ccccn3)C[C@H]2CN(C)C)c1C | 43%[activator]
CCC(Sc1nnc2c(n1)[nH]c1ccccc12)C(=O)Nc1ccccc1OC (configuration not stated) | u
CN(C)c1nc2c(c(=O)[nH]1)CCN(Cc1cccnc1)CC2 | 5%[5.79 µM]
COc1ccc(N2CCN(C(=O)CSc3n[nH]c(-c4ccccc4Cl)n3)CC2)cc1 | -5%
